High-throughput results deposited in PubChem by several laboratories.
NPY-Y1 PAM-ag – potentiators or agonists of human neuropeptide Y receptor Y1. P25929. NPY-Y1 expressing cells, potentiator/agonist activation. activation, % at 3.6 µM. hit rate 0.37% among 220,000. AID 1304; in the data active = activation above about 33%, passing the limit was not always enough;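 also: cells stimulated with NPY at EC10 then isoproterenol at EC100; 0% = low agonist plus stimulus and 100% = saturating agonist plus stimulus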
Hck-Nef inh – inhibitors of human Hck kinase activated by Nef. inhibition, % at 20 µM. Recombinant Hck-YEEI plus Nef, Z-Lyte FRET kinase assay. AID 463187. hit rate 0.68% among 220,000. P08631;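 active = Hck-Nef kinase inhibition above about 50%, limit read from the data; inactive = inhibition below that limit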;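 also: 0% = DMSO with Hck plus Nef and 100% = Hck alone without Nef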
MDM2 E3 inh – inhibitors of human Mdm2 E3 ubiquitin ligase | cell-based MDM2 ubiquitination luciferase reporter, 2 h; 0 = plate control, 100 = twice control, blank-subtracted | signal enhancement, % at 5 µM | hit rate 0.11% among 210,000;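 active = signal enhancement of 30% or more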;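 also: luminescence tracks abundance of the self-degrading MDM2-luciferase fusion protein; higher signal means inhibition of MDM2 E3 ligase activity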
Target sequence (Q00987 whole entry, looked up, the tested form may be a part): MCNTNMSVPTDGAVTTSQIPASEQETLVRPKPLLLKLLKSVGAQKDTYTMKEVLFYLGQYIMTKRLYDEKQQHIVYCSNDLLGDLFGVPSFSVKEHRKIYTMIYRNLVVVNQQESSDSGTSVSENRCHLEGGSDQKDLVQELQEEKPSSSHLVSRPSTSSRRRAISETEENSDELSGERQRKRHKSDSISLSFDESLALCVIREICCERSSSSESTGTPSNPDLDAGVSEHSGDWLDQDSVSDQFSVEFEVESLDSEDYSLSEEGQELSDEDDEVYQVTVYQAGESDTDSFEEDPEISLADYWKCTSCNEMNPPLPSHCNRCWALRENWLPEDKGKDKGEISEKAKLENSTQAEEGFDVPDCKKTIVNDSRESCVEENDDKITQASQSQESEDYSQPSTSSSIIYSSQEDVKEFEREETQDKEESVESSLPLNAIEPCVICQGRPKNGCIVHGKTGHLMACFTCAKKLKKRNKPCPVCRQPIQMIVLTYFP
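test system = mammalian cells stably expressing self-ubiquitinating, self-degrading MDM2 E3–luciferase fusion | quantity = 2000 cells/well | incubation = cell settling 4 h, compound treatment 2 h, both 37 °C | signal = luminescence with SteadyLite reagent, 15 min at room temperature | evaluation = % enhancement relative to plate controls after blank subtraction | benchmarks = plate controls and plate blanks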
p97 ATPase inh – inhibitors of human p97 ATPase. hit rate 0.42% among 220,000. recombinant p97 ATPase, Kinase-Glo ATP luminescence, 3 h. P55072. AID 1481. inhibition, % at 8 µM; in the data active = inhibition above about 15%;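 also: 0% = DMSO vehicle and 100% = wells lacking enzyme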
RBBP9 inhibitor – blocks human serine hydrolase RBBP9; hit rate 0.2% among 220,000; O75884; recombinant RBBP9, FP-Rh probe fluorescence polarization; inhibition, % at 7.94 µM;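 active = inhibition above the campaign mean of all tested compounds plus 3 SD, cut at about 14% in these data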;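 also: plate controls were DMSO wells with RBBP9 for no effect and wells lacking RBBP9 protein for full effect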
Target sequence (O75884 whole entry, looked up): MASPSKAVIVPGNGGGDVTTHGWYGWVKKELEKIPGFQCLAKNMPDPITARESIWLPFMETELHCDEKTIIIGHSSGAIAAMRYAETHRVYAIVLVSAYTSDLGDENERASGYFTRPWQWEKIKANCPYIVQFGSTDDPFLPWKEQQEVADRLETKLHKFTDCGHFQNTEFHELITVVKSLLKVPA
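Measured by – fluorescence polarization · Test system – RBBP9 protein · Input – 2.5 µM RBBP9 dispensing solution, before mixing · Measure – percent inhibition from mP, scaled between DMSO and no-protein wells · Benchmarks – DMSO-treated enzyme wells and wells lacking RBBP9 · Times – preincubation 30 min plus labeling 45 min at 25 °C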
NPY2 pot ag – human NPY-Y2 potentiation or agonism, primary screen. activation, % at 3.6 µM. P49146. hit rate 0.45% among 220,000. cells expressing NPY-Y2, potentiator/agonist read-out; in the data active = activation above about 27%;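 also: cells stimulated with NPY near EC25 plus isoproterenol at EC100; 0% = vehicle plus submaximal agonist and 100% = vehicle plus saturating agonist; some results beyond the cut were filed as inactive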
Target sequence (P49146 whole entry, looked up): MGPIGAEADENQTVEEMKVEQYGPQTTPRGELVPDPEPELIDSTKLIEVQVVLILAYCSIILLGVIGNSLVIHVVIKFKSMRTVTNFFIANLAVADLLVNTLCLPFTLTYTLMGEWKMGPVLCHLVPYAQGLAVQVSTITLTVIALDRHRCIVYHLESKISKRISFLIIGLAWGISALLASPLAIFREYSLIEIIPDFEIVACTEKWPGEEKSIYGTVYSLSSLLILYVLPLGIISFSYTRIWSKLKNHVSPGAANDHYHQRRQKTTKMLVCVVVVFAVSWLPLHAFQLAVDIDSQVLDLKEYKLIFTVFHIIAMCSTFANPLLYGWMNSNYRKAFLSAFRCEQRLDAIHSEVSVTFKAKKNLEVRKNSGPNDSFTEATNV
Runt-CBFb FRET – inhibitors of human RUNX1 Runt domain binding to CBFb. Cerulean-Runt/Venus-CBFb FRET ratio 530/480, 1 h. hit rate 0.46% among 220,000. inhibition, % at 20 µM. Q01196+Q13951;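 active = inhibition over about 50% at 20 µM in the single-dose screen, limit read from the data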;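 also: 0% = DMSO wells and 100% = excess unlabeled CBFb competitor control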
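Schedule: protein complex preformed 1 h, compound exposure 1 h, room temperature, dark; test system: Cerulean-labeled Runt domain protein; amount: 100 nM per protein; buffer or medium: Tris 50 mM pH 7.5, KCl, K2SO4, 0.01% BSA; read-out: loss of energy transfer signal; detection: FRET fluorescence; controls: 5 µM unlabeled CBFb as full-inhibition high control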
Runt-SMMHC FRET – Runt domain-CBFb-SMMHC interaction inhibition; Q01196+Q13951; Cerulean-Runt/Venus-CBFb-SMMHC FRET ratio 530/480, 1 h; inhibition, % at 20 µM; hit rate 0.74% among 220,000; AID 1434;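 active = mean inhibition across duplicate retests at 20 µM reaching about 50%, limit read from the data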;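 also: 0% = DMSO wells and 100% = wells with excess untagged CBFb-SMMHC; inhibitors lower the FRET ratio by blocking Runt binding to CBFb-SMMHC; some results filed as inactive read as strong as hits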
NPY Y1 blocker – blocks the human neuropeptide Y Y1 receptor; AID 1040; hit rate 1% among 200,000; P25929; inhibition, % at 3.6 µM; HEK293-CNG Y1 cells, membrane potential fluorescence; NPY at EC95, then isoproterenol;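 active = inhibition above the campaign mean inhibition of all tested compounds plus 3 SD, cut at about 20% in these data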;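 also: 0% = DMSO wells given NPY plus isoproterenol and 100% = isoproterenol alone without NPY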
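Test system – HEK293 Y1/CNG channel cell line · Also added – NPY agonist 25 nM, then isoproterenol 1 µM plus Ro 20-1724 25 µM · Compound dosing – one concentration, 3.6 µM, in 0.4% DMSO · Schedule – compound incubation 1 h at room temperature, readout 45 min post-stimulation · Technique – fluorescence, membrane potential probe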
Numbers without * were called inactive; . = no result given.

NPY-Y1 PAM-ag,Hck-Nef inh,MDM2 E3 inh,p97 ATPase inh,RBBP9 inhibitor,NPY2 pot ag,Runt-CBFb FRET,Runt-SMMHC FRET,NPY Y1 blocker,smiles
-10,6,-19,2,-4,-7,0,-4,2,CCOC(=O)/C(C(N)=NC)=C(\O)c1ccccc1
-12,1,5,-5,-2,-2,0,0,1,CC(C)C(NC(=O)c1ccccc1)c1nnc(SCC(=O)Nc2nccs2)n1C (centres undefined)
9,8,-13,0,-9,-3,2,-3,.,CCOC(=O)N1CCC(NC(=O)CCCC(=O)O)CC1
13,20,-15,1,-1,-5,0,0,0,CCN(CC(=O)NCCc1ccc(Cl)cc1)Cc1nc2ccccc2c(=O)[nH]1
6,6,-4,5,-6,4,1,2,3,Cn1c(=O)c2c(ncn2CC(=O)OCC(=O)Nc2ccc(Cl)cc2Cl)n(C)c1=O
17,-11,4,6,-25,-16,2,-5,-2,O=C(COC(=O)c1ccc(S(=O)(=O)N2CCc3ccccc3C2)cc1)NC(=O)NCc1ccco1
-6,10,1,12,5,3,1,-7,.,Clc1ccc(CO/N=C/c2cccs2)cc1
19,2,-4,2,9,21,1,-1,-3,CCc1nnc(NC(=O)c2cc(S(=O)(=O)N(CC)CC)ccc2Cl)s1
-5,16,4,3,-4,-11,-1,2,1,C=CCOCCN(C)C1=NS(=O)(=O)c2ccccc21
9,16,0,6,1,10,.,.,5,O=C(NC1CCN(C(=S)NCCc2ccccc2)CC1)C1CC1

Next section, starting with the last six of the part before.
NPY-Y1 PAM-ag,Hck-Nef inh,MDM2 E3 inh,p97 ATPase inh,RBBP9 inhibitor,NPY2 pot ag,Runt-CBFb FRET,Runt-SMMHC FRET,NPY Y1 blocker,smiles
6,6,-4,5,-6,4,1,2,3,Cn1c(=O)c2c(ncn2CC(=O)OCC(=O)Nc2ccc(Cl)cc2Cl)n(C)c1=O
17,-11,4,6,-25,-16,2,-5,-2,O=C(COC(=O)c1ccc(S(=O)(=O)N2CCc3ccccc3C2)cc1)NC(=O)NCc1ccco1
-6,10,1,12,5,3,1,-7,.,Clc1ccc(CO/N=C/c2cccs2)cc1
19,2,-4,2,9,21,1,-1,-3,CCc1nnc(NC(=O)c2cc(S(=O)(=O)N(CC)CC)ccc2Cl)s1
-5,16,4,3,-4,-11,-1,2,1,C=CCOCCN(C)C1=NS(=O)(=O)c2ccccc21
9,16,0,6,1,10,.,.,5,O=C(NC1CCN(C(=S)NCCc2ccccc2)CC1)C1CC1
16,19,-6,2,-7,12,0,1,2,O=C(Nc1ccc(NC(=O)c2cccs2)cc1)c1cccnc1
11,1,-16,-2,-8,3,-4,-2,0,CC(C)(C)C(=O)Nc1c2c(nc3c1CCC3)CCCC2
12,-5,-10,7,-4,2,2,-2,.,C/C(=N\NC(=O)C(=O)Nc1c(C)n(C)n(-c2ccccc2)c1=O)c1ccncc1
-16,-8,-20,-2,-8,-21,33,17,7,CCOC(=O)c1cc2c(ccn2C)n1Cc1ccc(Cl)cc1
-3,0,-12,-3,2,-7,-2,-1,-5,O=C(Cc1ccccc1)Nc1ccc(-c2nnc(-c3ccco3)o2)cc1
-2,21,-19,-1,-2,-8,-4,1,6,c1ccc(-c2nccc(-c3ccc4c(c3)OCO4)n2)cc1
17,17,-12,6,-12,-7,0,-2,.,C=CCNC(=S)N1CCN(CCNC2=CC(=O)CC(C)(C)C2)CC1
8,2,0,4,-3,3,0,-1,-2,COc1ccccc1NC(=O)Cn1cnc2c(nnn2-c2ccc(C)cc2)c1=O
-7,0,.,4,8,-9,-2,-4,-6,O=C1c2cccnc2C(O)N1Cc1ccc(F)cc1 (centres undefined)
2,1,-2,7,-7,-2,-1,-9,-2,O=C(O)c1cc2nc(-c3ccccc3)cc(-c3ccccc3)n2n1
-3,0,4,-6,5,-19,-4,-4,-2,COc1ccc(S(=O)(=O)N2CCC(C)CC2)cc1Br
0,0,-13,7,-3,5,8,-1,-2,COc1ccccc1NS(=O)(=O)c1cc(NC(=O)CNC(=O)c2cc(C)cc(C)c2)ccc1C
7,2,-15,0,0,12,-1,2,0,COc1ccc(C(c2sc3nc(C)nn3c2O)N2CCC3(CC2)OCCO3)cc1 (centres undefined)
-4,1,-24,2,-6,14,-7,-1,7,COc1ccc(-c2nnn(CC(=O)N(CC(=O)NCCC(C)C)c3ccccc3)n2)cc1OC
-3,14,2,3,-2,1,0,-3,-3,CCOc1ccc(C(=O)O)cn1
-2,-21,-11,0,-9,-4,0,1,5,Cc1ccc(C)c(NC2=NS(=O)(=O)c3ccccc32)c1
2,1,-3,2,-1,-13,-2,3,4,C=CCNC(=O)c1cc(Cl)ccc1[N+](=O)[O-]
3,21,-10,-1,-4,-5,0,2,3,CCCCOC(=O)Cn1c(=O)oc2ccc(C)cc21
-8,0,-8,1,-4,-7,2,-5,-2,O=C(NNC(=O)C1CCN(S(=O)(=O)c2ccc(Cl)cc2)CC1)c1ccc(Cl)cc1
19,12,-91,-5,-1,-2,0,-4,-8,CC(C)(C)Nc1nc(N)nc(Cl)n1
-14,-7,2,-2,-2,-21,1,0,-3,Cc1c(C(=O)O)sc2ncnc(N3CCCCC3C)c12 (centres undefined)
-29,-1,-9,5,-2,4,0,2,3,COc1cc(C2C(C(=O)c3cccs3)=C(O)C(=O)N2c2cc(C)on2)ccc1O (centres undefined)
-5,13,-7,6,-8,12,1,8,0,O=C(O)c1cccc(S(=O)(=O)Nc2ccc(O)cc2Sc2nc3ccccc3s2)c1
17,18,-13,3,-4,-2,-2,0,1,CCOc1ccccc1NC(=O)CN(c1ccc(OC)cc1OC)S(=O)(=O)c1ccccc1[N+](=O)[O-]
9,-16,-2,1,-2,-3,-1,0,1,COC(=O)C1=NN(C(=O)c2ccc(Br)cc2)C(O)(C(C)(C)C)C1 (centres undefined)
-11,3,.,1,2,-6,-2,0,4,COc1cc(C)ccc1OCCOc1c(C)cc(Cl)cc1Cl
-4,-1,15,1,-6,10,-1,-2,-7,COc1ccc(CCNC(=O)CCN2C(=O)COc3ccc(C)cc32)cc1OC
-9,4,-19,3,1,9,2,0,1,O=C(O)C1Cc2ccccc2CN1C(=O)c1ccccc1Cl (centres undefined)
6,31,-19,3,-3,-13,11,-7,-6,O=C(CN1C(=O)/C(=C2\SC(=S)N(C3CCS(=O)(=O)C3)C2=O)c2ccccc21)Nc1ccccc1 (centres undefined)
-11,16,-6,2,-5,17,-2,0,-4,Cc1cc(NC(=O)CN2C(=O)NC(C)(c3ccc(Cl)cc3)C2=O)no1 (centres undefined)
0,15,-12,-2,-1,9,0,-1,2,COc1ccc(CN2C(=O)NC3(CCCC3)C2=O)cc1F
16,12,-11,7,-3,8,2,-5,2,CNC(=S)NC12CC3CC(CC(C3)C1)C2
-16,0,-15,2,-14,-16,-7,-3,6,NNC(=O)c1ccc(COc2cccc3ccccc23)cc1
-21,-4,2,1,-4,-11,1,0,.,CNc1ccc([N+](=O)[O-])cc1C(=O)O
-9,1,-4,3,0,-2,0,-1,9,CCCCC(SCC(=O)Nc1ccccc1)C(=O)O (centres undefined)
20,10,-4,0,4,-7,-2,-4,-6,NC(=O)C1(N2CCCCC2)CCN(C(=S)Nc2ccc(F)c(Cl)c2)CC1
23,0,-11,-4,-1,5,0,-2,4,N#Cc1cc(-c2ccccc2)nnc1Oc1ccccc1
7,-1,-16,0,1,10,3,1,-7,O=S(=O)(Nc1cccc2[nH]ncc12)c1cccs1
-24,-3,-15,3,2,-15,2,-1,6,CC1CCc2c(nc3nc[nH]n3c2=O)C1 (centres undefined)
2,15,-9,-3,-14,6,0,-4,.,CC#CC[N+](C)(C)CCCCCCCC
-8,2,6,0,2,0,2,-4,0,N#C/C(=C\c1cccs1)C(=O)NCC1CCCO1 (centres undefined)
3,0,-13,-2,4,-15,-1,-2,-4,CCOCCCn1c(C)nc2c(c1=O)c1nc3ccccc3nc1n2-c1ccc(C)cc1
3,0,-13,-3,-2,4,2,4,-3,Brc1ccccc1Cn1c(-c2cscn2)nc2ccccc21
-10,-1,.,-5,-9,3,.,.,5,Cc1ccc(C2C(C(=O)c3sc(-c4ccccc4)nc3C)=C(O)C(=O)N2CCN(C)C)o1 (centres undefined)
-17,-9,1,-3,-10,-37,14,14,.,O=[N+]([O-])c1ccccc1/C=C/C=N/n1c(-c2ccccc2F)n[nH]c1=S
9,1,18,8,-6,-6,21,14,4,O=C(C1CC1)N(Cc1ccco1)c1nc(-c2ccccc2)cs1
-16,0,-15,-2,-7,4,10,-1,-4,O=C(Nc1ccc2c(c1)OCO2)N1CCOCC1
-10,3,-38,2,1,-5,4,-1,3,Cc1ccsc1/C=N/Nc1ncc(Cl)cc1Cl
-32,0,2,8,-9,8,-8,-20,9,Cc1ccc(C(=O)c2cnc3cc4c(cc3c2S(=O)(=O)c2ccccc2)OCCO4)cc1
-3,17,-8,5,-7,-19,1,1,.,O=C(CN1CCN(Cc2ccccc2F)C1=O)NCC1CCCO1 (centres undefined)

(further entries)
NPY-Y1 PAM-ag,Hck-Nef inh,MDM2 E3 inh,p97 ATPase inh,RBBP9 inhibitor,NPY2 pot ag,Runt-CBFb FRET,Runt-SMMHC FRET,NPY Y1 blocker,smiles
-14,-1,1,3,1,11,0,-3,7,NC(=O)C1(c2ccccc2)CCOCC1
-38,4,-45,3,-9,-9,-1,3,15,CCCCOc1ccc(Br)cc1CSC(=N)N
12,30,-31,1,1,-15,1,-2,.,C(=N\NCc1ccccc1)/c1ccc2ncccc2c1
11,0,-3,3,0,18,1,1,-1,O=C(c1cc2ncc(CCCl)cn2n1)N1CCCCCC1
-14,12,-11,-3,-10,-7,.,.,2,Cc1ccc(S(=O)(=O)NC(=O)NC(C)Cc2ccccc2)cc1 (centres undefined)
-13,22,-17,1,-9,0,2,1,11,c1ccc2[nH]c(SCC3CCCCO3)nc2c1 (centres undefined)
12,-34,-8,-1,4,3,2,1,1,CC1(C)CC(=O)C/C(=N\NC(=O)C2CC2c2ccccc2)C1 (centres undefined)
5,0,-13,-1,-9,9,4,-6,3,COc1cccc(Nc2nc(-c3sc(NC(=O)CC(C)C)nc3C)cs2)c1
